Screens (PubChem)
Giardia FBPA inh – inhibitors of Giardia lamblia fructose-1,6-bisphosphate aldolase. A8B2U2. purified Giardia FBPA. Potency, µM (highest dose often 59.6 µM), for the others: top-dose activity, negative = inhibition, usual class: inhibitors. 290,000 compounds, 0.71% hits. AID 2451; further: potency means the concentration at half of the fitted maximal effect; nearly all actives have a fitted effect of over 55% in size
Target sequence (A8B2U2 whole entry, looked up): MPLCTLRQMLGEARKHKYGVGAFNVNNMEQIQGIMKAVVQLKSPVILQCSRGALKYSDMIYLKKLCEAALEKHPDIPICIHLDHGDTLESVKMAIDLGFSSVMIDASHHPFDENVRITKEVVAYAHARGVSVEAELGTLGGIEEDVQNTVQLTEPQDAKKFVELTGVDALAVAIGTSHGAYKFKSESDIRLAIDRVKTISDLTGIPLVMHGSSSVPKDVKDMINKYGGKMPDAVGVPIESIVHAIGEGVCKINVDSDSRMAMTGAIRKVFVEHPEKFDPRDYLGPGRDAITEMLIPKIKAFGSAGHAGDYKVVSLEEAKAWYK
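40 nM FBPA preincubated 10 min at RT with compound (up to 57.5 uM final), then substrate plus GAPDH/TPI/NAD/arsenate coupling and diaphorase/resazurin added. Fluorescence read after 20 min at RT, 525/598 nm.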
Sm TGR inh – blocks Schistosoma mansoni thioredoxin glutathione reductase. 360,000 compounds, 3% hits. Q962Y6. Potency, µM (top dose mostly 114 µM), for the others: top-dose activity change, negative = inhibition, actives largely listed as inhibitors. purified TGR, DTNB reduction, TNB absorbance 405 nm; further: potency means the concentration at half of the fitted maximal effect; nearly all actives have a fitted effect of over 60% in size
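Kinetic colorimetric format: TGR-catalysed, NADPH-driven DTNB reduction monitored via TNB absorbance. Enzyme dispensed at 20 nM; compound exposure 15 min at room temperature before reaction start.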
HCV inhibitor – blocks hepatitis C virus; AID 651820; Potency, µM (titrated, usually from 41.8 µM), for inactives: at the highest dose activity change, negative = inhibition, most hits filed as inhibitors; 340,000 compounds, 3.4% hits; Huh7.5.1 HCVcc-Cre infection, luciferase reporter, 44 h; further: potency means the concentration at half of the fitted maximal effect
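Whole-lifecycle infectious HCVcc-Cre system; cells 1,000/well, compound then virus (~0.5 moi) added 4 h after plating, 44 h culture. Luciferase read 15 sec following 15 min substrate incubation, room temp.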
AmpC detergent – AmpC beta-lactamase inhibition with detergent present; AmpC hydrolysis of nitrocefin, absorbance 480 nm, 0.01% Triton; Potency, µM (highest dose often 114 µM), for the others: at the highest dose activity change, negative = inhibition, most hits filed as inhibitors; 370,000 compounds, 0.041% hits;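 further: potency means the concentration at half of the fitted maximal effect; 0% = no-compound wells and -100% = no-enzyme wells; nearly all actives have a fitted effect of over 25% in size; some results filed as inactive show a strong effect at the top dose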
Target sequence (P00811 whole entry, looked up): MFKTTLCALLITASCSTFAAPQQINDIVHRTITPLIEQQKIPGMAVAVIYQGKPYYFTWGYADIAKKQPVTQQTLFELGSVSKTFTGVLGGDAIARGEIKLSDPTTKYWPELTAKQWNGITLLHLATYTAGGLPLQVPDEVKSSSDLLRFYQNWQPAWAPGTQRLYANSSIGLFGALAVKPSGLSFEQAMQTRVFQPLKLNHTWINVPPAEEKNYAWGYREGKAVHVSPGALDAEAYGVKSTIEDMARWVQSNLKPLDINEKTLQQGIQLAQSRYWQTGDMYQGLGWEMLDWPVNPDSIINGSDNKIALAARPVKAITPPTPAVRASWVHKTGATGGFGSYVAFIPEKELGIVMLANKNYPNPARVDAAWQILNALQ
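AmpC (5.3 nM in the dispensed reagent) in 20 mM phosphate pH 7.0 with 0.01% (detergent screen) or 0.0001% Triton X-100 was preincubated with compounds for 15 min at room temperature. Nitrocefin was then added from an 800 uM solution, and hydrolysis was followed at 480 nm.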
AmpC no deterg – AmpC beta-lactamase inhibition without detergent. P00811. AmpC nitrocefin hydrolysis, absorbance 480 nm, 0.0001% Triton. Potency, µM (highest dose often 57.1 µM), inactives show at the highest dose activity change, negative = inhibition, actives largely listed as inhibitors. 330,000 compounds, 0.52% hits;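 further: potency means the concentration at half of the fitted maximal effect; plate controls were no compound for no effect and no enzyme for full effect; nearly all actives have a fitted effect of over 20% in size; some results filed as inactive show a strong effect at the top dose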
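20 mM phosphate pH 7.0 + 0.01% (detergent screen) or 0.0001% Triton X-100; 5.3 nM AmpC reagent; cpd preinc 15 min RT; nitrocefin (800 uM stock) to start; A480 q20 s × 4 min; Activity was normalised to no-enzyme and no-compound control wells.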
HCMV antiviral – human cytomegalovirus inhibition. HFF cells, HCMV-luciferase reporter, 72 h; stronger effect = lower value. activity change, negative = inhibition, % at 57.5 µM. 410,000 compounds, 4.5% hits. AID 1259415; in the data active means activity change below about -60%; inconclusive means no clear call, values can overlap the other calls; inactive means above about -39%
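Inhibition of viral replication was scored as loss of reporter luminescence in HFFs infected with HCMV-luciferase (MOI 1 PFU/cell) for 72 h; compounds tested at 2 doses, normalized to buffer and Salinomycin controls.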
* hit, by the source's call; ? = inconclusive; . = no result given; & = joins results of further samples; [ ] = dose if it differs, or a comment. Unless noted, the call rests on the fitted dose curve; in most records, active means well fitted curve in the direction sought with a large enough effect; inconclusive means small, poorly fitted or top-dose-only effect, or another doubt; inactive means no such curve, though single readings can be large; an effect the other way counts as inactive or inconclusive. Unless noted, on the % scale 0 is the no-effect control and ±100 the full control effect.

SMILES	Giardia FBPA inh	Sm TGR inh	HCV inhibitor	AmpC detergent	AmpC no deterg	HCMV antiviral
COC(=O)NCc1cccc(CNC(=O)OC)c1	0.2%	-0.3%	6.6%	-8.7%	-8.7%	-38.8
Cc1cc(-c2ccccc2)n(-c2cc(N/N=C/c3ccccc3O)ncn2)n1	0.3%	2.4%	?	-20.7%	?	-96.2*
CCc1c(C)c2cc(Cl)c(O)c(CN3CCCC3)c2oc1=O	1.6%	-10.5%	13.4%	3.5%	1.7%	50.7
O=c1[nH]c(C2CCN(S(=O)(=O)c3ccc(S(=O)(=O)NC4CC4)cc3)CC2)nc2c1nnn2Cc1ccc(F)cc1	.	10.0%	8.4%	6.9%	14.3%	-37.4
NNc1nc2c(Cl)cccc2s1	-17.6%	3.9%	2.6%	?	-46.8%	79.4
FC(F)(F)c1cnc(Sc2nnc(-c3cccs3)n2CC2CCCO2)c(Cl)c1 (configuration not stated)	1.2%	-1.8%	-2.0%	1.1%	12.7%	-1.2
CCOc1ccc(CNC(=O)c2cc3c(s2)-c2ccccc2OC3)cc1	.	-2.0%	.	-7.8%	.	-10.8
O=S(=O)(c1ccc(Cl)c(S(=O)(=O)N2CCCC2)c1)N1CCCC1	5.9%	-7.2%	-10.4%	-9.6%	26.7%	3.4
COC(CNC(=O)c1ccc(CS(=O)(=O)c2ccccc2)o1)OC	3.4%	17.8µM*	-1.9%	2.2%	-17.5%	-8.1
O=C(CCc1ccccc1)Nc1cc2c(cc1C(=O)O)OCCCO2	.	.	11.3%	.	-7.3%	-3.1
O=C(CCN1C(=O)/C(=C/c2ccc3c(c2)OCO3)SC1=S)Nc1ccccc1	8.5%	2.6%	1.3%	1.3%	-1.2%	16.9
CC(CCCCC(=O)Nc1ccc(C(F)(F)F)cc1)NCCc1cnc[nH]1 (configuration not stated)	-3.1%	-2.2%	.	-9.6%	2.4%	.
CN(C)CCNC(=O)CNC(=S)N(CCCN1CCOCC1)Cc1cccs1	1.5%	-2.8%	10.0%	-7.4%	-8.0%	3.4
COc1ccc2c(c1)C(=O)N(Cc1ccccc1)C(=O)C2(C)C	1.4%	2.6%	2.8%	10.6%	-15.8%	-18.9
Cc1cc2cc(C#N)c(N3CCOCC3)nc2cc1Cl	3.3%	-16.5%	-18.5%	1.8%	-21.0%	-17.1
COc1ccc(C(CCN2CCCCC2)c2c(O)cc(OC)cc2OC)cc1 (configuration not stated)	?	39.8µM*	-9.9%	2.5%	-0.9%	22.2
Nc1nc(=S)[nH]c2c1C1(CCCC1)Cc1ccccc1-2	.	-20.5%	-4.2%	-1.4%	-34.6%	-26.3
Cc1ccc(OCc2nc(-c3ccc(C(=O)N4CCN(c5cc(Cl)ccc5C)CC4)cc3)oc2C)cc1	.	5.5%	.	18.1%	.	-5.3
CCc1ccc(OCC(=O)Nc2ccc3c(c2)c2ccccc2n3CC)c(Br)c1	.	-4.0%	.	3.4%	.	3.9
COc1ccc(CCN2C(=O)CC(Cc3ccccc3)C2=O)cc1OC (configuration not stated)	0.0%	17.0%	10.9%	3.1%	31.8%	?
NC(=O)CN1C(=O)C(O)(CC(=O)/C=C\c2ccc3c(c2)OCO3)c2ccccc21 (configuration not stated)	0.5%	-12.7%	?	1.9%	-1.9%	32.3
COc1cc2c(=O)n(Cc3ccccc3)c(=O)n(CC(=O)Nc3cc(C(F)(F)F)ccc3Cl)c2cc1OC	.	2.9%	.	6.0%	.	10.5
COc1cc(C(=O)Nc2ccc(C)cn2)c([N+](=O)[O-])cc1OC	-12.8%	-0.3%	26.6%	?	-4.8%	-21.8
COc1ccc(Cl)cc1NC(=O)c1cc(C)nn1-c1ccccc1	.	3.8%	.	19.6%	.	-27.2
COc1cccc(NC(=O)CN(C)C(=O)c2sc3cc(Cl)ccc3c2Cl)c1	.	1.6%	-13.2%	-9.8%	-52.8%	-23.8
O=C(Nc1ccc(F)cc1F)c1cccn1-c1ncc(C(F)(F)F)cc1Cl	-2.7%	-14.4%	2.5%	-3.3%	-12.2%	0.5
Cn1c(=O)c2c(SCC(=O)Nc3ccc(F)cc3F)nc(C3CCCC3)nc2n(C)c1=O	.	2.5%	.	0.1%	.	-10.5
Cc1nc(C)n(CC(O)COc2ccc3ccccc3c2)n1 (configuration not stated)	2.9%	0.0%	8.5%	?	1.6%	52.2
CC(C)c1ccc(S(=O)(=O)N2CCC3(CC2)OCCO3)cc1	7.9%	-2.1%	-6.2%	-0.5%	23.8%	-60.4*
O=C(Nc1ccc(F)c(F)c1)c1cc(S(=O)(=O)NCc2ccc3c(c2)OCO3)ccc1F	.	-1.2%	.	6.8%	.	-16.0
CCOC(=O)C1=C(CCc2ccccc2)NC(=O)NC1c1ccc2ccccc2c1 (configuration not stated)	10.0%	0.6%	?	-7.1%	-37.9%	0.0
CCCOc1ccc(CSc2nc3ccccc3[nH]2)cc1	-1.3%	-22.0%	.	-8.0%	-45.5%	-92.2*
O=C(CSc1nnc(-c2ccco2)n1-c1ccccc1)NCC1CCCO1 (configuration not stated)	9.9%	-5.0%	1.6%	0.1%	0.1%	-69.0*
COc1ccc(/C=N/NC(=O)Nc2cccc3nsnc23)c(OC)c1	-0.3%	0.1%	-7.7%	-0.6%	-11.8%	-37.6
CCC(CC)C(=O)Nc1cc(C(=O)OC)cc(C(=O)OC)c1	-0.7%	7.6%	?	?	-2.0%	68.3
COc1ccc(C(=O)NCCc2ccc(C(F)(F)F)cc2)cc1S(=O)(=O)N1CCOCC1	.	4.2%	?	-1.0%	47.1%	-38.4
COc1cccc2cc(/C(=N/O)c3ccccc3)oc12	-6.7%	2.7%	6.5%	-2.5%	-14.9%[2.29 µM]	-21.4
Cc1nn(-c2ccccc2)c(C)c1/C=N/NC(=O)c1cc(C2CC2)[nH]n1	2.5%	-15.2%	-10.1%	-14.2%	-1.5%	10.0
CCOC(=O)c1ccc(-c2c(-c3ccccc3OC)sc3ccc(OC)cc23)cc1F	.	.	9.3%	.	-22.7%	-2.3
COCCn1c(C)cc(C(=O)CN2CCCCC2)c1C	0.8%	-23.0%	-3.7%	-0.6%	13.9%	-13.7
CCCn1c(C2CCCN2c2nc(-c3ccc(C)cc3)cs2)nc2ccccc21 (configuration not stated)	-26.7%	5.4%	?	?	25.1%	-8.8
CC/C(=N\NC(=O)c1nnn(-c2nonc2N)c1-c1ccc2c(c1)OCO2)c1ccccc1	1.9%	-0.7%	15.2%	?	-27.9%	-26.7
CN(C)CCCNCCCNC(=O)c1ccncc1	2.4%	9.2%	11.2%	?	-10.3%	0.7
COc1ccc(-c2c(-c3ccc(C#N)cc3)oc(=O)c3cc(OC)c(OC)cc23)cc1	.	.	?	.	39.9%	-31.2
COc1cccc(OCc2nnc(SCC(=O)N3c4ccccc4Sc4ccc(Cl)cc43)o2)c1	1.1%	-34.4%	-29.1%	?	-25.1%	-12.5
COc1cccc(CNC(=O)CSc2ccc(-c3ccncc3)nn2)c1	2.7%	0.9%	.	0.6%	-18.4%	.
CCN1CCN(CCCNC(=O)CS(=O)(=O)Cc2nc(-c3cccc(OC)c3)oc2C)CC1	-3.0%	-16.8%&-5.7%	3.8%	-3.9%&16.1%	28.4%	2.7&-11.4
CC1CCCC(NC(=O)C2CCN(S(=O)(=O)c3cccc4nonc34)CC2)C1C (configuration not stated)	4.9%	-0.9%	8.4%	-8.3%	-0.5%	33.9
CSCCC(NS(=O)(=O)c1ccccc1F)C(=O)NCc1cccs1 (configuration not stated)	.	0.0%	10.0%	-7.5%	-11.8%	-2.1
CCOC(=O)c1cc2occc2n1CC(=O)N1CCN(C(=O)c2ccco2)CC1	-5.8%	?	11.3%	-12.2%	9.0%	0.1

Laid out differently: entries from further up
molecule,Giardia FBPA inh,Sm TGR inh,HCV inhibitor,AmpC detergent,AmpC no deterg,HCMV antiviral
CN(C)CCCNCCCNC(=O)c1ccncc1,2.4%,9.2%,11.2%,?,-10.3%,0.7
COc1ccc(-c2c(-c3ccc(C#N)cc3)oc(=O)c3cc(OC)c(OC)cc23)cc1,.,.,?,.,39.9%,-31.2
COc1cccc(OCc2nnc(SCC(=O)N3c4ccccc4Sc4ccc(Cl)cc43)o2)c1,1.1%,-34.4%,-29.1%,?,-25.1%,-12.5
COc1cccc(CNC(=O)CSc2ccc(-c3ccncc3)nn2)c1,2.7%,0.9%,.,0.6%,-18.4%,.
CCN1CCN(CCCNC(=O)CS(=O)(=O)Cc2nc(-c3cccc(OC)c3)oc2C)CC1,-3.0%,-16.8%&-5.7%,3.8%,-3.9%&16.1%,28.4%,2.7&-11.4

Later entries.
SMILES	Giardia FBPA inh	Sm TGR inh	HCV inhibitor	AmpC detergent	AmpC no deterg	HCMV antiviral
Cc1cc(C(=O)N(Cc2nnc(-c3ccc(Cl)cc3)o2)C(C)C)c2ccccc2n1	.	-14.1%	-13.2%	?	138.3%[activator]	19.9
Cc1ccc(C(=O)NN2C(=O)C3C4C=CC([C@@H]3C2=O)C42CC2)cc1 (some centres not stated)	4.5%	6.1%	5.4%	9.6%	-5.3%	10.7
CCOCc1cc(=O)[nH]c(SC)n1	-0.4%	9.0%	12.2%	-4.4%	-11.3%	-60.1*
COCC(=O)NCc1nc2ccccc2[nH]1	-7.5%	2.6%	3.4%	0.1%	-2.4%	7.5
COC(=O)Cc1c(C)c2ccc3c(c2oc1=O)CN(Cc1ccccc1Cl)CO3	.	5.2%	.	13.4%	.	-17.9
CCCCNC(=O)c1ccc2c(c1)N(C)C(=O)c1ccccc1S2	0.8%	0.0%	-6.0%	-5.0%	-9.2%	-15.3
CC[C@]12c3[nH]c4ccc(Cl)cc4c3CCN1C(=O)[C@@H](CC(=O)NC(C)(C)C)C[C@@H]2C(=O)N1CCN(C(=O)c2ccco2)CC1	.	.	16.1%	.	173.8%[activator]	-14.3
Cc1c(C(c2ccccc2O)c2c(C)n(C)n(-c3ccccc3)c2=O)c(=O)n(-c2ccccc2)n1C	4.0%	1.5%	-4.6%	2.3%	-2.8%	-11.3
CCN(CC(=O)NCc1cccs1)C(=O)COc1cccc(C(F)(F)F)c1	.	-13.7%	-19.6%	-0.3%	9.0%	20.3
c1ccc2c(CNn3cnnc3)cccc2c1	-2.5%	12.1%	0.5%	-0.9%	-6.5%	-1.8
CN(C)c1cccc(NC(=O)CCc2ccccc2)c1	?	-0.8%	17.5%	-0.7%	-30.0%	77.4
COc1cccc(NC(=O)CN(C)C(=O)c2cccc(S(=O)(=O)N3CCN(c4ccccc4)CC3)c2)c1	.	2.5%	?	-5.0%	83.2%[activator]	-26.0
c1ccc(Oc2ccc(-c3ccnc4nc(N5CCOCC5)nn34)cc2)cc1	-2.8%	.	?	9.0%	161.3%[activator]	-1.8
Cc1cc(C)c(C(=O)COC(=O)c2nn(C)c(=O)c3ccccc23)cc1C	.	9.4%	-20.0%	6.9%	-15.5%	0.0
NC(=O)c1c(NC(=O)Cn2cc([N+](=O)[O-])cn2)sc2c1CCCC2	-2.1%	39.9%[activator]	-10.2%	6.2%	-10.8%	-35.0
CCOC(=O)CSc1nc2cc(C)cc(C)c2cc1C#N	8.7%	-26.7%	-29.3%	-14.8%	-15.9%	37.8
Brc1cccc2sc(N3CCCC3)nc12	5.0%	12.8%	16.0%	0.6%	-3.6%	-9.2
